# 15-hLO-2 inh – inhibitors of human 15-lipoxygenase 2 (ALOX15B); O15296; purified 15hLO-2, xylenol orange hydroperoxide absorbance; actives 0.56% (n = 110,000); Potency, µM (highest dose often 57.1 µM), without a hit: top-dose activity change, negative = inhibition, usual class: inhibitors; further: potency means the concentration at half of the fitted maximal effect; nearly all actives have a fitted effect of over 60% in size; many of its hits are not listed in these tables
# Target sequence (O15296 whole entry, looked up): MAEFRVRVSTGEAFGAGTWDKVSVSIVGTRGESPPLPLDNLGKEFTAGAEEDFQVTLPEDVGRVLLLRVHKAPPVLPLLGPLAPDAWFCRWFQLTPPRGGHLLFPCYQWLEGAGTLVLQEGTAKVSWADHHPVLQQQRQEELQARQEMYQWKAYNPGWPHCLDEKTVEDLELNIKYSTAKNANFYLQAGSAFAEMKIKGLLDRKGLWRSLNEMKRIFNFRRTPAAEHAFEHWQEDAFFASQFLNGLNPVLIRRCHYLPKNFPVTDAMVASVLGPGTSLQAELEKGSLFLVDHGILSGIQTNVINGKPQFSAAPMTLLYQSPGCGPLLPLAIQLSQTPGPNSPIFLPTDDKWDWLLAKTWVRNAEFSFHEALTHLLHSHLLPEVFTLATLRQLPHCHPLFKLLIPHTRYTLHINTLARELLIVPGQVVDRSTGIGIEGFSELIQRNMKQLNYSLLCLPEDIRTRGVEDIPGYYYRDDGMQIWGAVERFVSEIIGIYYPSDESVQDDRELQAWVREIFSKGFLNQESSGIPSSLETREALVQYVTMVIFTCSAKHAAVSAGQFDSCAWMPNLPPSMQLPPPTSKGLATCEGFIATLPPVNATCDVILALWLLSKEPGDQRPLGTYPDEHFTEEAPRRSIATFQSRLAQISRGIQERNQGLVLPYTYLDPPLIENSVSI
#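 Purified human 15hLO-2 (50 nM final) preincubated with compounds 15 min at room temperature in 25 mM Hepes pH 7.5, 0.01% Triton X-100, then 45 uM arachidonic acid added for 90 min; hydroperoxide detected via ferrous/xylenol orange, 573/405 nm absorbance ratio.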
# PNC inhibitor – perinucleolar compartment assembly inhibition | PC3M PTB-GFP, PNC prevalence imaging, 16 h; stronger effect = lower value | activity change (PNC), negative = inhibition, % at 10 µM | actives 3.1% (n = 140,000) | AID 2417;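 active means readout at or below -70, meaning at least 70% loss of cells showing the perinucleolar compartment, a nuclear body marking cancer cells; inconclusive means readout between -30 and a set limit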;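 further: plate controls were DMSO wells for no effect and camptothecin positive control wells for full effect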
#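 Compounds are pinned in duplicate onto adhered PC3M cells stably expressing GFP-tagged PTB and incubated 16 h at 37 C. Cells are then fixed, nuclei stained with Hoechst, and PNC-positive cells counted.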
# 12-hLO inh – 12-hLO (ALOX12) enzyme inhibition. purified 12-hLO, xylenol orange hydroperoxide absorbance. actives 0.12% (n = 150,000). AID 1452. Potency, µM (highest dose often 57.1 µM), without a hit: at the top dose activity change, negative = inhibition, actives largely listed as inhibitors. P18054; further: potency means the concentration at half of the fitted maximal effect; nearly all actives have a fitted effect of over 55% in size; many of its hits are not listed in these tables
#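 Lipoxygenase turnover measured by absorbance at 573 and 405 nm after Fe-XO development. Human 12hLO 150 nM, arachidonate 40 uM, pH 7.0 Hepes buffer with detergent; 15 min compound preincubation, 30 min reaction.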
# IMPase inh – IMPase inhibition in cells. CHO-M1 cells, IP1 accumulation, HTRF TR-FRET ratio. inhibition (IP1 accumulation), % at 46.1 µM. 120,000 tested, under 10 active; active means well fitted curve in the direction sought with a large enough effect in the signal ratio, not every such curve was filed as active; inconclusive means small, poorly fitted or top-dose-only effect, or a change in a side signal; inactive means no such curve, though single readings can be large or run the other way; the % refers to the signal ratio;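 further: cells stimulated with carbachol in lithium chloride buffer; plate controls were DMSO basal wells for no effect and reference inhibitor wells for full effect; higher means more IMPase inhibition seen as more IP1 and lower FRET ratio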
# Target sequence (P97697 whole entry, looked up): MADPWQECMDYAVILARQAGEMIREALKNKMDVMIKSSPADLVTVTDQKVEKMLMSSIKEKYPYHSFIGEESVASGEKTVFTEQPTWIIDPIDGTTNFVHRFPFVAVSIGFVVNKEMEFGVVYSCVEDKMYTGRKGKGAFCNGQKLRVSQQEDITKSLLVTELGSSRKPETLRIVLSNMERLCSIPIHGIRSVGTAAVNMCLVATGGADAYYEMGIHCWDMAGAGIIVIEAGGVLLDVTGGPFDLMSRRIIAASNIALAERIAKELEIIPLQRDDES
#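 CHO-M1, 2000 cells/well, cultured 16–30 h; cpd up to 46 uM; carbachol (50 uM solution, stimulation buffer w/ 50 mM LiCl, pH 7.4), 30 min 37C; IP-One TR-FRET, 10 min RT; Ex 320/Em 665, 620; Hill-fit AC50.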
# * hit, by the source's call; ? = inconclusive; . = no result given; [ ] = another dose, or the depositor's remark. Unless noted, the call rests on the fitted dose curve; in most records, active means well fitted curve in the direction sought with a large enough effect; inconclusive means small, poorly fitted or top-dose-only effect, or another doubt; inactive means no such curve, though single readings can be large; an effect the other way counts as inactive or inconclusive. Unless noted, on the % scale 0 is the no-effect control and ±100 the full control effect.
SMILES,15-hLO-2 inh,PNC inhibitor,12-hLO inh,IMPase inh
CCOC(=O)c1[nH]c2ccc(OC)cc2c1NS(=O)(=O)c1ccc(Cl)s1,.,?,-4%,.
Cc1nc(NNC(=O)c2ccc([N+](=O)[O-])cc2)cc(-c2ccccc2)n1,8%,14,-12%,0
COc1ccc(OC)c(Nc2nc3nonc3nc2N2CCCC(C)C2)c1 (stereo not drawn),.,181,0%,.
COc1ccc(NC(=O)C2CC(=O)n3ncnc3N2)cc1 (stereo not drawn),6%,-24,-6%,-3
O=C(c1ccc(S(=O)(=O)N2CCCCCC2)cc1)N1CCN(c2ccccn2)CC1,2%,22,6%,11
CN1C(=O)C2(Oc3ccccc3C3CC(c4ccccc4)=NN32)c2ccccc21 (stereo not drawn),-26%,4,-18%,8
O=C(NN1CCOCC1)C12CC3CC(CC(C3)C1)C2,.,-10,2%,.
O=C(NCC1CCCO1)C(c1ccncc1)N(Cc1ccc(F)cc1)C(=O)CN1C(=O)c2ccccc2S1(=O)=O (stereo not drawn),.,14,4%,.
Cc1ccc(/C=C/C(=O)N2CC(C)CC(C)C2)o1 (stereo not drawn),-17%,26,-9%,1
COC(=O)c1cc(=O)n(Cc2ccc3c(c2)OCO3)c(=Nc2ccccc2)s1,-6%,-18,-2%,7
C[C@@H](SCc1ccccc1)C(=O)O,-2%[11.4 µM],.,1%[11.4 µM],.
O=C(Nc1cccc(NC(=O)c2cccnc2Cl)c1)c1ccco1,.,5,2%,11
O=C(CN1CCN(c2ccccc2)CC1)N/N=C/c1cccc(F)c1,.,?,-6%,.
O=S(=O)(c1ccccc1)N1CCC2(CC1)CN(c1ncccn1)C2,-4%,.,2%,.
CC1CCCCN1C(=O)CSc1nnc(-c2cccnc2)n1C1CCCCC1 (stereo not drawn),6%,36,-2%,-3
CCOC(=O)c1c(C)n(C)c2ccc(O)c(CN3CCN(C)CC3)c12,-5%,-16,-3%,7
COCC(C)n1c(C)cc(C(=O)COC(=O)c2ccc(N3CCCC3=O)cc2)c1C (stereo not drawn),-2%,-20,2%,5
COc1cc(/C=C/c2nc(N)nc(-c3ccccc3O)n2)cc(OC)c1OC,.,7,-3%,-11
NC(=O)c1ccc(NS(=O)(=O)c2ccccc2F)cc1,6%,?,2%,1
CCc1ccc(NC(=O)C(C)Oc2nnc(-c3cccs3)c(-c3cccs3)n2)cc1 (stereo not drawn),-24%,26,0%,1

# Rewritten with two lines to a compound: entries from further up
# Each structure is followed by: 15-hLO-2 inh	PNC inhibitor	12-hLO inh	IMPase inh
> O=C(c1ccc(S(=O)(=O)N2CCCCCC2)cc1)N1CCN(c2ccccn2)CC1
    2%	22	6%	11
> CN1C(=O)C2(Oc3ccccc3C3CC(c4ccccc4)=NN32)c2ccccc21 (stereo not drawn)
    -26%	4	-18%	8
> O=C(NN1CCOCC1)C12CC3CC(CC(C3)C1)C2
    .	-10	2%	.
> O=C(NCC1CCCO1)C(c1ccncc1)N(Cc1ccc(F)cc1)C(=O)CN1C(=O)c2ccccc2S1(=O)=O (stereo not drawn)
    .	14	4%	.
> Cc1ccc(/C=C/C(=O)N2CC(C)CC(C)C2)o1 (stereo not drawn)
    -17%	26	-9%	1
> COC(=O)c1cc(=O)n(Cc2ccc3c(c2)OCO3)c(=Nc2ccccc2)s1
    -6%	-18	-2%	7
> C[C@@H](SCc1ccccc1)C(=O)O
    -2%[11.4 µM]	.	1%[11.4 µM]	.
> O=C(Nc1cccc(NC(=O)c2cccnc2Cl)c1)c1ccco1
    .	5	2%	11
> O=C(CN1CCN(c2ccccc2)CC1)N/N=C/c1cccc(F)c1
    .	?	-6%	.
> O=S(=O)(c1ccccc1)N1CCC2(CC1)CN(c1ncccn1)C2
    -4%	.	2%	.
> CC1CCCCN1C(=O)CSc1nnc(-c2cccnc2)n1C1CCCCC1 (stereo not drawn)
    6%	36	-2%	-3
> CCOC(=O)c1c(C)n(C)c2ccc(O)c(CN3CCN(C)CC3)c12
    -5%	-16	-3%	7
> COCC(C)n1c(C)cc(C(=O)COC(=O)c2ccc(N3CCCC3=O)cc2)c1C (stereo not drawn)
    -2%	-20	2%	5
> COc1cc(/C=C/c2nc(N)nc(-c3ccccc3O)n2)cc(OC)c1OC
    .	7	-3%	-11
> NC(=O)c1ccc(NS(=O)(=O)c2ccccc2F)cc1
    6%	?	2%	1
> CCc1ccc(NC(=O)C(C)Oc2nnc(-c3cccs3)c(-c3cccs3)n2)cc1 (stereo not drawn)
    -24%	26	0%	1

# Other records:
SMILES,15-hLO-2 inh,PNC inhibitor,12-hLO inh,IMPase inh
CCOC(=O)CSc1nnc(Cn2nnc(-c3ccccc3)n2)n1CC,1%,-22,1%,7
Cn1nc(C(=O)N2CCOCC2)c2ccccc2c1=O,0%,28,7%,-4
COc1nccnc1NS(=O)(=O)c1ccc(NC(=S)NC(=O)/C=C/c2ccccc2)cc1,.,40,6%,.
Cc1nc2ncnn2c(N2CCC(C(=O)NC3CCCC3)CC2)c1Cc1ccccc1,-1%,42,-1%,3
O=c1sc(/C=N/Nc2ccccc2)c(Cl)n1Cc1ccccc1,.,-24,-19%,-7
O=[N+]([O-])c1ccc(OCC(O)CN(CCO)CCO)cc1 (stereo not drawn),.,-19,2%,.
COc1cc(C(=O)Nc2ccc(S(=O)(=O)N(C)c3ccccc3)cc2)cc(OC)c1OC,.,?,-1%,.
COCCN(C(=O)C1CCC1)c1nnc(-c2cccnc2)s1,13%,-24,-6%,11
COc1ccc(OC)c(Nc2nc3nonc3nc2N2CCCCC2)c1,3%,?,6%,10
COc1ccc(C(C)(C)C)cc1NC(=O)c1ccoc1C,6%,17,0%,10
Cc1ccc(-n2ncc3c2ncn2nc(-c4ccco4)nc32)c(C)c1,.,-12,1%,3
C[C@]12C=CC(=O)C=C1CCC1C2C(=O)C[C@]2(C)C1CC[C@]2(O)C(=O)CO (stereo partly drawn),4%,.,-2%,.
CC(=O)Nc1nnc(SCc2ccc(F)cc2)s1,1%,-20,-5%,-15
COc1cc(C2NC(=O)NC(O)(C(F)(F)F)C2C(C)=O)cc(OC)c1OC (stereo not drawn),12%,-19,3%,1
COc1ccc(-c2nnc(SC)n2C)cc1,-5%,26,-3%,7[9.22 µM]
CCc1cc(C(=O)Cc2ccc(F)cc2)c(O)cc1O,.,?,8%,4
COC(=O)COc1cccc2c(=O)n(CC(=O)NCCc3ccc(OC)c(OC)c3)ccc12,.,?,6%,.
Cc1cc(N/C(=N\S(=O)(=O)c2ccc(F)cc2F)c2ccccc2)no1,1%,?,-1%,0
O=C1/C(=C/N(C(=O)c2ccco2)c2ccc(Cl)cc2)Sc2ccccc21,.,-25,-4%,.
CC(=O)N1CCN(C(=S)c2ccc(-c3ccc(Cl)cc3)o2)CC1,-27%,?,?,-8
CCC(=O)NC1=C(C#N)C2(CCCC2)Cc2ccccc21,-3%,34,-2%,-13
O=C1Nc2ccc(NS(=O)(=O)c3cccs3)c3cccc1c23,-9%,-25,3%,3
O=C(NCCc1ccncc1)Nc1ccccc1Cl,3%,?,-4%,5
COc1ccccc1CNc1ncnc2nc[nH]c12,.,-8,1%,1
O=C(NCc1cccnc1)c1cc(S(=O)(=O)N2CCCCC2)ccc1Cl,-2%,62,-2%,-6
O=C1CC(N(CCc2ccccc2)C(=S)Nc2ccccc2)C(=O)N1c1ccc(Br)cc1 (stereo not drawn),.,-13,-10%,9
CC1CCN(c2nc3ccccc3nc2C(C#N)C(=O)NC2CCCCC2)CC1 (stereo not drawn),-3%,18,-7%,0
CCCn1c(N)c(N2CCCCC2)c(=O)n(CC(=O)Nc2ccc(OC(F)(F)F)cc2)c1=O,-10%,26,-5%,-14
CCOc1ccc(S(=O)(=O)NCCC(=O)NCc2ccco2)cc1,0%,26,-3%,-10
CCOc1nc(C)ccc1-c1noc(C)n1,-6%,15,2%,3
Cc1c(C(=O)O)oc2c1/C(=N\O)CCC2,.,16,2%,.
Cc1cccc(NC(NC(=O)c2ccccc2[N+](=O)[O-])C(Cl)(Cl)Cl)c1 (stereo not drawn),.,96,3%,.
CC(=O)Nc1cccc(/C(C)=N/NC(=O)c2c(-c3ccccc3Cl)noc2C)c1,.,-109*,1%,.
CC1CC[C@]2(CO)CC[C@]3(C)C(=CCC4[C@@]5(C)CCC(O)C(C)(C)C5CC[C@@]43C)C2C1C (stereo partly drawn),-8%,.,-3%,.
Cc1cnn(C(=O)c2ccccc2Br)c1,-3%,23,1%,7
COc1ccc(S(=O)(=O)N2CCCC(C(=O)N3CCN(C)CC3)C2)cc1C (stereo not drawn),4%,?,3%,-3
CC1=C(C(=O)Nc2ccccc2)C(c2ccncc2)C(C#N)=C(SCC(=O)Nc2ccccc2)N1 (stereo not drawn),-9%,10,-10%,3
Cc1sc(Nc2ccc([N+](=O)[O-])cc2)nc1-c1c(C)n(C)n(-c2ccccc2)c1=O,-14%,-13,-21%,0
COc1ccc(OC)c(C(C)NC=O)c1 (stereo not drawn),8%,36,0%,-3
O=C(Cc1ccc(Cl)cc1Cl)Nc1cccc(S(=O)(=O)Nc2ccccc2F)c1,.,28,-4%,.
Cc1ccccc1C(=O)OCCCN=C1NS(=O)(=O)c2ccccc21,.,38,5%,3
O=C(Nc1ccccc1C(F)(F)F)c1cc(-c2ccccc2O)on1,.,-100*,3%,2
CN1CCN(CC(=O)n2c3c(c4ccccc42)CCCC3)CC1,46%[activator],?,-1%,2
O=C(Cn1c2c(sc1=O)C1c3ccccc3OCC1CS2)Nc1ccc(Cl)cc1 (stereo not drawn),.,-4,-2%,1
Cc1nnc(SCC(=O)Nc2ccc(Oc3ccccc3)cc2)n1N,7%,?,1%,9
O=C(NC(=S)Nc1ccc(N2CCOCC2)cc1)c1cccc(Cl)c1,.,?,1%,.
Clc1ccc(-c2nc(Cc3ccccc3)no2)cc1,7%,?,9%,2
O=C(CSc1nc(C2CC2)nc2sc3c(c12)CCCC3)NCc1ccco1,0%,-26,0%,4
COc1ccc(-c2oc(NC(=O)c3ccc(C)cc3)c(C#N)c2-c2ccc(OC)cc2)cc1,-15%,-8,-8%,-2
O=C(Cn1c(NCCO)nc2ccccc21)c1cccs1,10%,-11,-2%,8
Cc1cccc(O)c1,-11%[0.0915 µM],.,-3%[0.00818 µM],.
CCCCNC(=O)CSc1nc2cc(OC)c(OC)cc2c(=O)n1Cc1ccc(OC)cc1,6%,-21,0%,-20
Cc1ccc(S(=O)(=O)N2CCN(c3nc(C)nc4sc5c(c34)CCC(C)C5)CC2)cc1 (stereo not drawn),13%,-23,0%,-1
COc1ccccc1NC(=O)C(Cc1ccc(Cl)cc1)c1nn[nH]n1 (stereo not drawn),5%[2.29 µM],?,-1%,-3
Nc1c(C(=O)NCCN2CCOCC2)c2nc3ccccc3nc2n1-c1ccccc1,4%,?,-12%,-5
O=S(=O)(NCCc1ccccc1)c1ccc(S(=O)(=O)N2CCCCC2)cc1,-1%,?,-3%,10
O=C(O)c1ccc(C(=O)O)c(C(=O)O)c1.[NH-][C@@H]1CCCC[C@@H]1[NH-].[Pt],6%[11.4 µM],.,1%[11.4 µM],.
O=C(Cc1cccs1)NNC(=S)NCc1ccc(Cl)cc1,29%,-17,-2%,3
Cc1ccc2c(c1C)OC(=O)CC2(C)C,.,-16,0%,.
O=C(Oc1ccccc1)c1ccc(-n2cnnn2)cc1,3%,32,-7%,4
# (next part)
SMILES,15-hLO-2 inh,PNC inhibitor,12-hLO inh,IMPase inh
Cc1cc(NC(=O)CCC(=O)N(CCC(C)C)CC(=O)NCC2CCCO2)no1 (stereo not drawn),-8%,0,1%,24
C=CCn1c(SCc2ccc(OC)cc2)nnc1-c1cccnc1,-4%,-28,-7%,8
CC(/C=N/NC(=O)c1ccc(CN2c3cccc4cccc(c34)S2(=O)=O)cc1)c1ccccc1 (stereo not drawn),.,-10,0%,-7
COc1ccc2nc(N3CCCC(C(=O)NCCCN4CCN(C)CC4)C3)sc2c1 (stereo not drawn),18%,-19,-1%,-3
